From PubChem BioAssay
NCI-60 one-dose screen, 48 h, at 10 µM unless noted. Numbers give growth in % (100 = growth as untreated, 0 = no growth, -100 = all killed).
K-562: K-562 leukemia; 7.4% of 78,000 active
MDA-MB-468: MDA-MB-468 breast cancer | 8.5% of 78,000 active
MDA-MB-231: MDA-MB-231 breast cancer. 5% of 81,000 active. AID 1794789
LOX IMVI: LOX IMVI melanoma | 7.4% of 79,000 active | AID 1794757
HS 578T: HS 578T breast cancer; 4.1% of 78,000 active; AID 1794788
MCF7: MCF7 breast cancer; 6.3% of 82,000 active; AID 1794796
T-47D: T-47D breast cancer | 5% of 79,000 active
BT-549: BT-549 breast cancer | 4.4% of 78,000 active | AID 1794793
* hit, by the source's call; / = no result given; & = joins results of further samples; [ ] = remark or other dose. The calls were made as follows: active = growth percent below 10; inactive = the rest. An unsorted share of the library, and some 12% of all compounds hit somewhere here.

SMILES	K-562	MDA-MB-468	MDA-MB-231	LOX IMVI	HS 578T	MCF7	T-47D	BT-549
COC(=O)C(N)Cc1cnc[nH]1 (stereo not drawn)	89.6	87.6	87.2	91.5	98.1	110.8	/	96.4
N=c1c(S(=O)(=O)c2ccccc2)cc2c(=O)n3ccccc3nc2n1Cc1ccco1	96.5	107.3	105.8	/	104.3	93.7	90.2	100.8
CC(Br)C(=O)N1CCN(c2cc3c(cc2F)c(=O)c(C(=O)O)cn3C2CC2)CC1 (stereo not drawn)	59.0	81.6	82.6	56.6	80.3	61.4	85.0	74.5
S=C1Nc2ccccc2Nc2ccccc21	102.9	100.7	97.5	94.9	105.0	95.0	83.0	110.5
O=C1NC(=O)C(Cc2ccc(OCc3ccc(-c4cccc(F)c4)cc3)cc2)S1 (stereo not drawn)	58.9	59.3	78.4	71.6	82.6	71.5	62.8	85.5
CC[C@@H](C(=O)[C@H](C)[C@H](O)[C@@H](C)[C@H]1O[C@H]([C@@H](CC)C(=O)N(CC)CC)CC[C@H]1C)C1O[C@]2(C=C[C@@H](O)[C@]3(CC[C@@](C)([C@H]4CC[C@](O)(CC)[C@H](C)O4)O3)O2)[C@H](C)C[C@@H]1C (stereo partly drawn)	16.2	-18.3*	15.9	31.0	24.1	10.4	17.0	37.1
O=C1/C(=C/c2cccc(O)c2)Oc2cc(O)ccc21	94.8	100.6	104.9	107.5	105.0	112.5	104.4	102.3
O=C1NC(=O)c2c(Br)c(Br)c(Br)c(Br)c21	94.4&116.8	115.2&113.4	101.7&107.3	93.2&97.7	107.0&111.3	94.7&105.2	93.3&105.0	96.0&113.2
CCCCCN(CCCCC)CC(O)c1cc(C)c2ccc3cc(C(C)C)ccc3c2c1 (stereo not drawn)	-16.2*	-71.1*	-47.6*	-93.9*	-24.0*	-86.2*	53.3	90.5
Cc1ccc(S(=O)(=O)Nc2ccc(Cl)cc2C(=O)O)cc1	110.4	90.3	121.4	103.0	109.6	94.2	/	118.1
Cc1c(C(=O)NC(Cc2ccccc2)C(O)C(N)=O)[nH]c2ccccc2c1=O (stereo not drawn)	102.2	99.9	99.1	98.0	101.9	88.8	91.6	93.8
O=C(Nc1cccc(Cn2c(=O)[nH]c3ccc(Oc4ncccn4)cc3c2=O)c1)c1cccc(F)c1	45.1	49.8	74.7	86.0	92.8	57.9	/	71.4
CCN1C(=O)/C(=C/C(=O)OC)S/C1=N\Nc1ccc([N+](=O)[O-])cc1[N+](=O)[O-]	82.8	102.8	91.2	99.5	111.1	88.3	77.6	/
O=[N+]([O-])c1ccc(Nc2ccccc2N=Cc2c(O)ccc3ccccc23)c2nonc12	103.3	90.7	90.0	90.2	97.9	90.2	100.7	102.3
Cc1ccc(S(=O)(=O)OCCCc2cn(-c3ccccc3F)nn2)cc1	99.1	92.5	100.1	102.6	97.4	98.0	97.5	97.2
CC(=O)[C@@H]1CC[C@]2(C(N)=O)CC[C@]3(C)[C@H](CC[C@@H]4[C@@]5(C)CCC(=O)C(C)(C)[C@@H]5CC[C@]43C)[C@@H]12	88.4	98.5	95.8	99.2	120.5	89.9	80.2	93.3
O=c1nc(Nc2cc(F)ccc2O)sc2ccccc12	87.9	30.2	91.2	90.5	90.9	75.5	70.6	156.0
O=C(Nc1ccccc1)Oc1cccc2cccnc12	44.9	96.9	96.7	61.0	116.4	/	31.5	102.0
COC(=O)c1cnc2c(c1)Oc1ccccc1-c1cc(CN3CCCCC3)nn1-2	97.5	111.7	78.1	89.7	91.9	82.5	93.8	104.5
CCCCc1n(Cc2ccc3ccccc3n2)cc[n+]1Cc1ccc2ccccc2n1	6.7*	-30.0*	9.9*	-22.2*	41.5	7.3*	6.7*	2.9*
CC(=O)OCCN1CCN(C(C)=O)CC1	101.3	111.9	105.8	97.0	106.6	106.4	96.8	106.2
COC(=O)c1cc(N=C2NC(=O)/C(=C/c3c(F)c(F)c(F)c(F)c3F)S2)ccc1O	106.6	97.7	102.3	94.2	101.3	85.9	97.1	121.0
CCN(CC)CCN1c2ccccc2Sc2c1ccc1ccccc21	16.5	36.2	10.5	20.3	69.7	51.7	59.7	86.5
CCCC(O)(c1ccccc1)C(c1ccccc1)c1ccccn1 (stereo not drawn)	101.0	115.8	106.1	88.8	103.8	117.9	98.2	104.9
O=C(NCCN1CCOCC1)OCc1nc2nc(Cl)nc(N3CCOCC3)c2[nH]1	6.6*	10.1	22.9	16.5	14.3	20.2	63.2	13.1
O=C1c2cccc3cccc(c23)C(=O)N1CC#Cc1ccc2c3c(cccc13)C(=O)N(CCO)C2=O	95.1	94.2	66.9	/	83.3	105.7	98.2	86.4
O=C(N/N=C/c1c(Cl)cccc1Cl)c1ccccc1Nc1cccc(C(F)(F)F)c1	77.2	/	83.2	76.3	85.0	94.7	94.4	81.3
O=C(CS(=O)(=O)c1ccccc1)Nc1ccc(C(=O)O)cc1	103.0	101.4	106.9	97.9	101.0	92.1	97.3	/
NC(N)=NN=C(c1ccccn1)c1ccccn1	109.6	102.7	96.8	92.9	104.9	106.0	105.1	100.2
COc1ccc(C2=Nc3c(N)ncnc3NC(c3ccc4c(c3)OCO4)C2)cc1 (stereo not drawn)	113.4	/	73.9	94.0	87.7	76.1	80.3	89.0
CCOC(=O)c1sc(/N=C2\NC(=O)/C(=C/c3cn(C)c4ccccc34)S2)nc1C	97.2	108.9	96.4	99.3	106.6	96.6	97.3	102.5
CS(=O)(=O)Nc1cc(-c2ccc3ncnc(Nc4ccc(OCc5cccnc5)c(Cl)c4)c3c2)cnc1Cl	9.6*	-81.3*	-57.9*	-64.2*	-25.3*	-8.4*	-39.0*	-55.6*
COc1ccc2[nH]cc(-c3nnc(N)nc3-c3cn(C)c4ncccc34)c2c1	92.0	79.1	71.5	/	78.8	83.2	82.3	82.0
Cc1ccc(NS(=O)(=O)c2ccccc2)c(NS(=O)(=O)c2ccccc2)c1	107.7	103.6	103.4	94.5	91.1	104.3	101.0	104.3
O=C(NCCO)c1ccc(O)cc1O	105.9	108.1	118.5	90.0	98.7	104.1	102.9	104.4
CCCn1c(=S)sc2c(Cl)nc(C)nc21	103.4	/	89.1	-78.5*	36.8	46.7	103.8	42.9
CN1CCN(Cc2ccc(C(=O)Nc3cccc(C#Cc4cccc5[nH]nc(N)c45)c3)cc2C(F)(F)F)CC1	/	-89.9*	-90.8*	-92.0*	-17.5*	-84.0*	-70.4*	/
C/C(=N\Nc1ncc(C#N)c(N)n1)c1ccc(C)cc1	101.3	94.4	98.4	99.7	90.8	82.7	93.2	103.1
CC(C)CNC(=O)/C=C\C(=O)O	94.9	134.6	106.6	102.6	115.0	110.7	94.1	130.8
C=C1CC[C@H]2[C@@](C)(CCC3OC(c4ccc(OCc5cn(CC6OC(OC(=O)c7ccccc7)C(OC(=O)c7ccccc7)C(OC(=O)c7ccccc7)C6OC(=O)c6ccccc6)nn5)cc4)OC[C@]32C)[C@@H]1/C=C/C1=CCOC1=O (stereo partly drawn)	108.5	105.8	102.3	/	96.3	89.3	96.1	114.2
Cc1sc2nc3nc(Nc4ccccc4)[nH]n3c(=O)c2c1C	98.6	113.0	102.9	99.8	109.6	92.9	87.6	97.2
CC1(C)CSC(=S)N1	116.5	108.5	101.4	96.7	109.6	97.0	107.1	113.6
O=C1/C(=C/c2ccc(OCc3cccc(Br)c3)cc2)Oc2cc(O)ccc21	103.1	90.4	112.4	/	107.1	101.4	105.1	108.6
CC1NC(=O)NC1=O (stereo not drawn)	109.9	115.8	112.8	96.8	98.2	89.1	97.2	102.5
O=C(/C=C/c1ccccc1)N[C@@H](CO)Cc1c[nH]c2ccccc12	100.8	102.5	117.9	100.2	114.4	98.8	111.8	101.7

An excerpt of these results, with values under each structure.
Each structure is followed by: K-562, MDA-MB-468, MDA-MB-231, LOX IMVI, HS 578T, MCF7, T-47D, BT-549
Cc1c(C(=O)NC(Cc2ccccc2)C(O)C(N)=O)[nH]c2ccccc2c1=O (stereo not drawn)
    102.2, 99.9, 99.1, 98.0, 101.9, 88.8, 91.6, 93.8
O=C(Nc1cccc(Cn2c(=O)[nH]c3ccc(Oc4ncccn4)cc3c2=O)c1)c1cccc(F)c1
    45.1, 49.8, 74.7, 86.0, 92.8, 57.9, /, 71.4
CCN1C(=O)/C(=C/C(=O)OC)S/C1=N\Nc1ccc([N+](=O)[O-])cc1[N+](=O)[O-]
    82.8, 102.8, 91.2, 99.5, 111.1, 88.3, 77.6, /
O=[N+]([O-])c1ccc(Nc2ccccc2N=Cc2c(O)ccc3ccccc23)c2nonc12
    103.3, 90.7, 90.0, 90.2, 97.9, 90.2, 100.7, 102.3
Cc1ccc(S(=O)(=O)OCCCc2cn(-c3ccccc3F)nn2)cc1
    99.1, 92.5, 100.1, 102.6, 97.4, 98.0, 97.5, 97.2

The list continues.
SMILES	K-562	MDA-MB-468	MDA-MB-231	LOX IMVI	HS 578T	MCF7	T-47D	BT-549
CCCCCCNC(=O)Oc1ccc(/C(=C(/C)c2ccc(Cl)cc2)c2ccc(OCCN3CCCC3)cc2)cc1	6.5*	62.6	30.6	-98.6*	61.1	-41.8*	41.0	71.6
O=C(N/N=C/c1ccc(O)cc1O)c1ccc(Nc2ccnc(C(F)(F)F)c2)cc1	74.9	29.5	46.1	12.9	86.4	25.5	4.9*	41.5
O=C(C[n+]1ccc(-c2ccccn2)cc1)c1ccc(O)c(O)c1	105.8	103.0	98.9	97.4	111.7	98.3	117.1	103.0
CC(=O)Nc1cccc2c1-c1ccccc1C2=O	107.8	109.7	105.4	92.5	108.4	93.3	109.3	93.9
Cc1ccc(-c2c(C#N)c(=O)oc3cc(O)ccc23)cc1	81.2	100.8	109.9	97.5	101.2	99.8	90.1	78.8
CCOC(=O)CSc1ccccc1	98.5	101.6	112.2	100.2	108.1	97.2	96.1	101.5
Cc1ccc(C(=O)/C=C/c2ccccc2)s1	107.6	89.7	112.0	79.1	106.0	40.0	141.4	99.0
O=C1CCCc2nc(Nc3ccc(Cl)cc3)ncc21	102.3	/	100.3	96.4	99.8	96.9	93.6	99.6
CO[C@@H]1[C@H](N(C)C(=O)c2ccccc2)C[C@@H]2O[C@]1(C)n1c3ccccc3c3c4c(c5c6ccccc6n2c5c31)C(=O)NC4=O	52.4	-12.7*	41.7	31.4	20.5	42.0	40.5	45.0
COc1ccc(/C=C2\C(=O)N=C3N2NC(C)=CN3c2ccccc2)cc1	102.4	102.6	107.5	101.8	44.6	93.9	102.2	85.3
C=CCN(/C=C/CN(CC=C)CC=C)CC=C	100.1	99.3	90.4	102.6	109.2	97.0	101.3	100.3
Cc1ccc2nc(C)c(-c3nnc(SCc4ccccc4[N+](=O)[O-])o3)n2c1	76.3	79.4	86.8	94.9	99.3	92.5	79.7	95.0
C/C=C(/C[N+](=O)[O-])c1ccccc1	79.7	/	101.9	95.0	83.1	92.7	92.5	109.4
COC(=O)[C@H](Cc1cn(C)cn1)NC(=O)[C@H](CC(=O)OCc1ccccc1)NC(=O)Nc1cc(C(F)(F)F)cc(C(F)(F)F)c1	-60.2*[100 µM]	-74.2*[100 µM]	-93.0*[100 µM]	-85.3*[100 µM]	/	-60.5*[100 µM]	-62.1*[100 µM]	-96.6*[100 µM]
Cc1cc(N)ncc1[N+](=O)[O-]	110.5	101.3	108.1	94.5	111.2	91.1	109.9	111.1
CC(=O)c1ccc(NC(=O)CSc2nc3ccccc3c(=O)n2CCc2ccc(S(N)(=O)=O)cc2)cc1	/	103.1	93.9	97.8	97.8	90.4	84.4	98.7
CC(C)[C@H](NC(=O)CSc1nnc(-c2ccc(NC(=O)c3cccnc3)cc2)o1)C(=O)O	94.7	105.9	111.4	105.9	110.5	102.2	97.9	121.7
Cc1cc2c(cc1C1(c3ncc(C(=O)O)cn3)CC1)C(C)(C)CCC2(C)C	107.1	96.1	101.8	104.1	74.3	73.4	91.6	93.9
N#CC12C(=O)N=C(N)C1(C#N)C2C(=O)c1ccccc1 (stereo not drawn)	113.7	123.0	103.5	103.7	112.6	103.2	96.2	113.3
Cc1ccccc1OCc1ccc(Cl)cc1	101.8	121.1	118.9	109.8	116.1	95.0	99.8	/
COc1cc(Nc2nc(NCCN)nc3cc[nH]c(=O)c23)cc(OC)c1	75.8	3.4*	75.7	51.8	82.5	77.2	121.8	66.7
Nc1cccc(-c2cc(Cl)cc3c(=O)[nH]c(N4CCOCC4)nc23)c1	105.3	105.5	86.2	90.4	105.9	88.3	83.4	82.7
COc1ccc(Cn2ccc3c2-c2oncc2CC3)cc1	96.8	104.3	85.8	95.3	100.3	91.0	81.8	84.8
CN(C)CCN(Cc1ccccc1)Cc1c(F)cccc1Cl	103.5	78.0	92.4	93.2	104.7	95.6	89.9	105.4
CN(C)CC(N)C(=O)O (stereo not drawn)	110.4	107.4	114.5	98.0	96.6	97.5	102.3	106.5
Cc1ccc(-c2nc([P+](c3ccccc3)(c3ccccc3)c3ccccc3)c(N3C[C@H]4C[C@H](C3)c3cccc(=O)n3C4)o2)cc1	47.3	-9.0*	90.9	/	94.4	67.3	38.5	56.2

An excerpt from above in order of count of non-hydrogen atoms, descending:
SMILES	K-562	MDA-MB-468	MDA-MB-231	LOX IMVI	HS 578T	MCF7	T-47D	BT-549
O=C(N/N=C/c1c(Cl)cccc1Cl)c1ccccc1Nc1cccc(C(F)(F)F)c1	77.2	/	83.2	76.3	85.0	94.7	94.4	81.3
Cc1ccc(NS(=O)(=O)c2ccccc2)c(NS(=O)(=O)c2ccccc2)c1	107.7	103.6	103.4	94.5	91.1	104.3	101.0	104.3
N#CC12C(=O)N=C(N)C1(C#N)C2C(=O)c1ccccc1 (stereo not drawn)	113.7	123.0	103.5	103.7	112.6	103.2	96.2	113.3
